# MCF10A rereplic: induces DNA re-replication in MCF 10a normal breast cells | MCF 10A DNA re-replication, Hoechst nuclear intensity, 48 h | Potency, µM (titrated, usually from 46.1 µM), for the others: at the top dose activity, positive = re-replication, usual class: activators | hit rate 2.9% among 350,000 | AID 624296; also: potency is read from the fitted curve at half-maximal effect; % of control where 0% means no effect; nearly all actives have a fitted effect of over 50% in size
# Nrf2 ARE act: Nrf2 pathway activation; AID 624171; Potency, µM (titrated, usually from 46.1 µM), for the others: top-dose activation, most hits filed as activators; AREc32 ARE-luciferase reporter (MCF7-derived line), luminescence, 24 h; hit rate 0.31% among 410,000; also: potency is read from the fitted curve at half-maximal effect; % of control where 0% means no effect; nearly all actives have a fitted effect of over 65% in size
#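 ARE-driven firefly luciferase activity in AREc32 cells measured after a 24 hr compound exposure at 37 deg C, using Steady-Glo reagent and a 30 min room-temperature hold.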
# IL-1B inflam inh: inhibitors of inflammasome signaling (IL-1 beta secretion); THP-1 LPS/ATP IL-1B secretion, AlphaLISA, 16 h; stronger effect = lower value; activity change, % at 57.5 µM; hit rate 4.7% among 360,000; AID 743279; in the data active = activity change below about -50%; inconclusive = mostly about -30% to -49%; also: % is scaled to controls: 0 for no effect and ±100 for the full control effect
#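 Secreted IL-1B measured by AlphaLISA bead assay after 16 h compound exposure of THP-1 cells; compounds (final up to 57.5 uM) added 1 h before LPS (250 ng/mL) and ATP (1.25 mM) stimulation; lower signal means less secretion.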
# TGFb inhibitor: blocks TGF-b signaling | HepG2 CAGA-GFP TGF-b/SMAD3 reporter, GFP fluorescence, 18 h; TGF-beta stimulated, 500 pg/mL final | Potency, µM (titrated, usually from 46.1 µM), for the others: at the highest dose activity, negative = inhibition, hits mostly inhibitors | hit rate 1.2% among 410,000; also: potency is read from the fitted curve at half-maximal effect; % is scaled to controls: 0 for no effect and ±100 for the full control effect; nearly all actives have a fitted effect of over 65% in size
#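 HEPG2 CAGA-GFP, 1000 cells/well; 2 h settle, 37 C; cpd via pin tool; TGF-b 500 pg/mL final; 18 h, 37 C; GFP imaging ex488/em500-530; %Activity normalised to -TGF-b and +DMSO controls; CRC fit, curve class.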
# HepG2 viability: kills HepG2 cells in TGF-b inhibitor counter-screen. HepG2 CAGA-GFP viability, ATP luminescence, 18 h. Potency, µM (doses to about 46.1 µM), inactives show at the highest dose activity change, negative = cytotoxicity, hits mostly cytotoxic. hit rate 0.76% among 410,000. AID 588856; also: potency is read from the fitted curve at half-maximal effect; some results filed as inactive show a strong effect at the top dose
#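 HepG2 CAGA-GFP cells (1000/well, DMEM with 1% FBS) received compound, then TGF-beta at 500 pg/mL final, and were incubated 18 hours at 37 degrees C. Viability was read by CellTiter-Glo luminescence. Media-only wells were set as complete cell-killing and DMSO as no toxicity.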
# Nrf2 block: blocks Nrf2 signaling. Potency, µM (doses to about 46 µM), inactives show at the top dose activity change, negative = inhibition, actives largely listed as inhibitors. A549 ARE-Fluc reporter, luciferase luminescence, 18-24 h. hit rate 2.1% among 360,000; also: potency is read from the fitted curve at half-maximal effect; % is scaled to controls: 0 for no effect and ±100 for the full control effect; nearly all actives have a fitted effect of over 60% in size
#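 Cells were seeded and rested 2 h, then exposed to compounds for 18-24 h. CellTiter-Fluor was read first as a viability measure. BugLite was added 15 min before the final luminescent read of ARE-luciferase activity in A549 cells.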
# ATXN2 expr inh: ATXN2 expression inhibition. AID 1745845. HEK-293 ATXN2-luciferase reporter, luminescence, 24 h. Potency, µM (highest dose often 57 µM), inactives show top-dose activity change, negative = inhibition, actives largely listed as inhibitors. hit rate 0.72% among 360,000; also: potency is read from the fitted curve at half-maximal effect; % is scaled to controls: 0 for no effect and ±100 for the full control effect; nearly all actives have a fitted effect of over 55% in size
#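 ATXN2-luciferase reporter cells (luciferase flanked by upstream and downstream ATXN2 gene portions) were treated 24 h at 37 °C with compounds at up to 57 uM. SteadyGlo luminescence gave expression; GF-AFC fluorescence gave viability.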
# A549 viability: kills or reduces viability of A549 cells in Nrf2 counter-screen | A549 ARE-Fluc cells, CellTiter-Fluor viability, 18-24 h | Potency, µM (highest dose often 46 µM), for inactives: top-dose activity change, negative = cytotoxicity, usual class: inhibitors | hit rate 0.16% among 390,000 | AID 504648; also: potency is read from the fitted curve at half-maximal effect; % is scaled to controls: 0 for no effect and ±100 for the full control effect
#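 A549 ARE_Fluc cells in 5% FBS OPTI-MEM were exposed to compounds in concentration-response for 18-24 h at 37 deg C. Viability was read by CellTiter-Fluor fluorescence (Ex 405/Em 525) after 30 min, before the luciferase read.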
# ATXN viability: reduces viability in counter-screen for ATXN expression inhibitors; hit rate 0.49% among 400,000; AID 651635; S2 cells (HEK-293 line with an ATXN2-luciferase reporter) viability, CellTiter-Fluor protease fluorescence, 24 h; Potency, µM (titrated, usually from 56.7 µM), usual class: cytotoxic; also: potency is read from the fitted curve at half-maximal effect; nearly all actives have a fitted effect of over 40% in size
# The depositor's hits bear a star; i = inactive; ? = inconclusive; . = no result given; & = joins results of further samples; [ ] = another dose, or the depositor's remark. Unless noted, calls follow the shape of the dose curve; as a rule, active = well fitted curve in the direction sought with a large enough effect; inconclusive = small, poorly fitted or top-dose-only effect, or another doubt; inactive = no such curve, though single readings can be large; an effect the other way counts as inactive or inconclusive.
SMILES,MCF10A rereplic,Nrf2 ARE act,IL-1B inflam inh,TGFb inhibitor,HepG2 viability,Nrf2 block,ATXN2 expr inh,A549 viability,ATXN viability
COc1ccc(CC(=O)OCc2csc(CC(=O)Nc3ccc(C)cc3)n2)cc1,-31%,6.2%,4,9%,2%,16%,-2%,3%,i
CCc1nc(N)nc(N)c1-c1ccc(N(C)Cc2ccccc2)c([N+](=O)[O-])c1,14%,0.2%,-98*,0.71µM*,-38%,1.3µM*,19µM*,-13%,?
CC(=O)Nc1ccc(NC(=O)CCNS(=O)(=O)c2cccc3nsnc23)cc1,?,-0.4%&-0.5%,7,1%&-1%,-14%&0%,3%,4%&1%,8%&8%,i
O=C(C1CC(=O)N(C2CCCC2)C1)N1CCN(c2ccccc2F)CC1 (stereo not given),1%,-0.2%,0,?,-6%,-5%,-6%,0%,i
CC(NCC(=O)NC(=O)NC1CCCC1)c1ccc(Cl)cc1Cl (stereo not given),9%,0.2%,?,0%,-2%,-8%,-3%,-6%,i
COCCN(C(=O)c1ccccc1F)c1nnc(-c2ccc(OC)cc2)s1,1%,7.6%,-7,0%,-44%,5%,4%,9%,i
O=C(N/N=C/c1cccc([N+](=O)[O-])c1)c1cccc(Br)c1,22%,?,2,-28%,-37%,-11%,-13%,-1%,i
O=C(CCc1nnc(C2CCCCC2)o1)NCCCOc1cccnc1,0%,1.6%,-5,4%,-15%,-13%,-6%,0%,i
CCc1cc(/C(Cc2ccccn2)=N\Nc2ccccc2)c(O)cc1O,?,?,-76*,?,6%,16%,.,0%,i
O=C(c1ccccc1-c1nc(-c2ccc(F)cc2)no1)N1CCCC1,23%,19%,13,9%,-14%,.,-8%,-1%,i
COc1ccc(-c2ccnc(-c3ccc(O)cc3)n2)cc1,2.1µM*,1.6%,0,0%,-33%,1%,3%,-11%,i
COCCCNC(=O)CCCn1c(=O)c2ccccc2n(Cc2cccc([N+](=O)[O-])c2)c1=O,2%,-0.8%,0,?,-2%,6%,-6%,1%,i
Cc1cc(C)c(Nc2ncnc(N)n2)c(C)c1,-4%,0.0%,0,0%,3%,-14%,-11%,7%,i
O=C(Cc1ncc(C(F)(F)F)cc1Cl)NNc1cccc(F)n1,-2%,0.1%,0,-2%,-2%,3%,.,1%,i
COc1ccc(CC(=O)Nc2nc3n(n2)C(c2ccccc2)CC(=O)N3)cc1OC (stereo not given),-3%,-0.8%,7,23%,22%,6%,4%,0%,i
COc1cc(NC(=O)CCc2nnc3ccc(N4CCN(c5cccc(OC)c5)CC4)nn23)cc(OC)c1,-2%,-0.3%,1,7%,-1%,3%,.,-1%,i
CCCCNC(=O)Cn1c(SCc2ccccc2C)nc2ccncc21,.,.,.,-5%,12%,16%,.,-1%,.
Cc1ccc(C2c3c(-c4ccccc4O)n[nH]c3C(=O)N2CCCO)cc1 (stereo not given),.,16%,.,38%,3%,1%,-30%,-3%,?
CCCn1c(=O)c2c(nc3n2CCN3Cc2ccco2)n(C)c1=O,3%,5.9%,2,-4%,0%,-20%,-11%,3%,i
CC1=C(c2ccc(Cl)cc2)S(=O)(=O)NC1=NCc1ccc(C)cc1,.,0.3%,.,-8%,3%,?,.,0%,.
CC(=O)N(/N=C1\Sc2ccccc2C1=O)c1cccc(C)c1,17%,15%,8,?,-29%,3%,45%[activator],-4%,?
CC(=O)Nc1ccc(S(=O)(=O)NC2(C(F)(F)F)C(=O)Nc3c2c(=O)[nH]c(=O)n3C)cc1 (stereo not given),-12%,-0.3%,9,-17%,5%,.,-1%,-2%,i
CCOC(=O)C1=C(C)NC2=C(C(=O)C(C(=O)OC)C(C)C2)C1c1ccc(OC)c(O)c1 (stereo not given),-4%,-0.2%,30,-19%,3%,-7%,16%,-4%,i
CCCc1cc(=O)oc2c(C)c(OC(C)C(=O)NCCN3CCOCC3)ccc12 (stereo not given),15%,-0.3%,0,1%,-11%,-9%,-1%,-2%,i
COC(=O)c1cc(-c2ccccc2)nc2nc(SC)[nH]c(=O)c12,19%,2.2%,16,-5%,-2%,-14%,-12%,-5%,i
CCN(CC)C(=O)CCSc1nnc(-c2ccco2)o1,0%,5.2%,0,-1%,1%,?,.,0%,i
S=C(Nc1ccccn1)NC1CCCC1,11%,-0.2%,164,-28%,-30%,-11%,-11%,1%,i
O=C1COc2ccc3ccccc3c2CN1,1%,0.3%,30,17%,-26%,-15%,-2%,-2%,?
O=C1NC(c2ccccc2)=N/C1=C/c1ccco1,20%,4µM*,-10,5%,-1%,?,.,-11%,i
C=CCc1cccc(CNc2nc3ccccc3n2CCC)c1O,?,4.8%,?,?,-102%,?,-17%,?,i
CC(C)c1ccc(NC(=O)C2CCCN(S(=O)(=O)c3cccc4nonc34)C2)cc1 (stereo not given),.,-0.5%,.,3%,-3%,5%,15%,-4%,i
Cc1nnc(SCc2cc(=O)[nH]c(N3CCN(C)CC3)n2)s1,-2%,-0.7%,1,?,-5%,-10%,5%,0%,i
Cc1cc(OC(=O)c2ccccc2Br)cc(=O)n1C,?,2.9%,-21,-7%,0%,?,-7%,-10%,i
O=C(Nc1cccc(S(=O)(=O)N2CCCC2)c1)c1cc(-c2ccccn2)nc2ccccc12,-13%,-0.1%,?,-5%,-16%,9.2µM*,0%,-1%,i
Cc1ccc2c(CC(=O)N(Cc3ccc(N(C)C)cc3)Cc3ccco3)coc2c1C,.,3.7%,.,?,-21%,23µM*,-30%,-5%,i
Cc1noc(C)c1S(=O)(=O)N1CCC(C(=O)N2CCN(c3ccc(Cl)cc3)CC2)CC1,2%,2.5%,-27,1%,-17%,?,-23%,3%,i
O=C(O)c1oc2ccccc2c1CSCc1ccccc1,-7%,-0.2%,2,-32%,2%,?,-6%,-1%,i
COc1cc(C(=O)NC(=S)Nc2ccccc2[N+](=O)[O-])cc(OC)c1OC,24%,5.0%,-20,-7%,-1%,4%,.,15%,i
Cc1ccc(N(CCC#N)C(=O)CSc2nnc3ccccn23)cc1,-1%,-1.2%,-3,-1%,-9%,-2%,-1%,2%,i
CCOC(=O)c1c(C)[nH]c(C(=O)OC(C)C(=O)NC2CCCCC2C)c1C (stereo not given),17%,-0.9%,-4,-13%,-3%,?,-16%,6%,i
COc1ccc(CCNC(=O)CSc2nc(C)cs2)cc1,-7%,-0.3%[9.22 µM],0,?,-9%,-8%,-7%,8%,i
CCOc1cc(CNC(=O)c2ccc3c(c2)N(C)C(=O)C2CCCCN32)cc(OCC)c1OCC (stereo not given),.,12%,.,0%,-35%,.,-13%,8%,i
CCOc1ccc(-c2nnc(SCC(=O)N(CC)CC)n2N)cc1,-188%[0.0737 µM],0.4%,16,-2%,1%,-14%,-2%,0%,i
CC1(C)CC2CC(C)(CN2C(=O)c2ccccc2)C1 (stereo not given),9%,-0.1%,25,3%,-13%,-1%,-3%,-2%,i
O=C(O)CCC(NC(=O)OCc1ccccc1)C(=O)O (stereo not given),-3%,-0.3%,24,?,7%,10%,3%,-1%,i

# Given with bars between the fields: entries from further up
Structure | MCF10A rereplic | Nrf2 ARE act | IL-1B inflam inh | TGFb inhibitor | HepG2 viability | Nrf2 block | ATXN2 expr inh | A549 viability | ATXN viability
CC(C)c1ccc(NC(=O)C2CCCN(S(=O)(=O)c3cccc4nonc34)C2)cc1 (stereo not given) | . | -0.5% | . | 3% | -3% | 5% | 15% | -4% | i
Cc1nnc(SCc2cc(=O)[nH]c(N3CCN(C)CC3)n2)s1 | -2% | -0.7% | 1 | ? | -5% | -10% | 5% | 0% | i
Cc1cc(OC(=O)c2ccccc2Br)cc(=O)n1C | ? | 2.9% | -21 | -7% | 0% | ? | -7% | -10% | i
O=C(Nc1cccc(S(=O)(=O)N2CCCC2)c1)c1cc(-c2ccccn2)nc2ccccc12 | -13% | -0.1% | ? | -5% | -16% | 9.2µM* | 0% | -1% | i
Cc1ccc2c(CC(=O)N(Cc3ccc(N(C)C)cc3)Cc3ccco3)coc2c1C | . | 3.7% | . | ? | -21% | 23µM* | -30% | -5% | i
Cc1noc(C)c1S(=O)(=O)N1CCC(C(=O)N2CCN(c3ccc(Cl)cc3)CC2)CC1 | 2% | 2.5% | -27 | 1% | -17% | ? | -23% | 3% | i
O=C(O)c1oc2ccccc2c1CSCc1ccccc1 | -7% | -0.2% | 2 | -32% | 2% | ? | -6% | -1% | i
COc1cc(C(=O)NC(=S)Nc2ccccc2[N+](=O)[O-])cc(OC)c1OC | 24% | 5.0% | -20 | -7% | -1% | 4% | . | 15% | i
Cc1ccc(N(CCC#N)C(=O)CSc2nnc3ccccn23)cc1 | -1% | -1.2% | -3 | -1% | -9% | -2% | -1% | 2% | i

# The list continues.
SMILES,MCF10A rereplic,Nrf2 ARE act,IL-1B inflam inh,TGFb inhibitor,HepG2 viability,Nrf2 block,ATXN2 expr inh,A549 viability,ATXN viability
O=C(Nc1nnc(-c2cccnc2)o1)c1ccccc1Cl,0%,-0.5%,4,-2%,2%,-26%,-2%,-12%,?
Cc1ccc(NC(=O)CSC(C)C(=O)OCC(=O)N2CCN(C(=O)c3ccco3)CC2)cc1 (stereo not given),?,0.2%,7,6%,21%,0%,7%,-8%,i
O=C(CCc1nc2ccccc2[nH]c1=O)OCC(=O)N1CCc2ccccc21,7%,-0.5%,-2,0%,7%,3%,2%,0%,i
Cc1ccn2cc(C(=O)N3CCCC(Nc4ccc(F)cc4)C3)nc2c1 (stereo not given),-3%,-0.4%,9,-3%,9%,10%,7%,-5%,i
CCCS(=O)(=O)N1CCCC(C(=O)NCCCN(C)Cc2ccccc2)C1 (stereo not given),?,-1.0%,6,-1%,10%,3%,-10%,1%,i
O=C(O)c1ccc2c(c1)CCC2,-10%,-0.2%,10,10%,26%,16%,5%,-3%,i
c1coc(C2=NC(c3ccco3)C(c3ccco3)N2)c1 (stereo not given),5%,?,-14,0%,7%,?,3%,0%,i

# Bioassay records from PubChem.
